Compound activity (PubChem BioAssay)
LMPTP inh: LMPTP (human) inhibition; inhibition, % at 20 µM; 360,000 compounds, 0.22% hits; P24666; recombinant LMPTP-A, OMFP fluorogenic substrate, fluorescence intensity;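 active means compounds that cut the enzyme signal by at least half of the control window in the single-dose screen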;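 further: plate controls were DMSO wells with enzyme plus substrate for no effect and substrate without enzyme for full effect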
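Material: LMPTP-A; amount: 0.625 nM enzyme; doses: single 20 µM dose; times: reaction 50 min, room temperature, dark; technique: fluorescence intensity of OMFP turnover product; benchmarks: no-enzyme and uninhibited controls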
STEP block: STEP (human) phosphatase inhibition; 360,000 compounds, 0.25% hits; recombinant STEP, OMFP fluorogenic substrate, fluorescence; P54829; inhibition, % at 20 µM;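 active means inhibition at 20 µM, scaled per plate between control wells, above about 37%, limit read from the data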;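 further: 0% = DMSO with enzyme and substrate and 100% = substrate only without enzyme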
Target sequence (P54829 whole entry, looked up): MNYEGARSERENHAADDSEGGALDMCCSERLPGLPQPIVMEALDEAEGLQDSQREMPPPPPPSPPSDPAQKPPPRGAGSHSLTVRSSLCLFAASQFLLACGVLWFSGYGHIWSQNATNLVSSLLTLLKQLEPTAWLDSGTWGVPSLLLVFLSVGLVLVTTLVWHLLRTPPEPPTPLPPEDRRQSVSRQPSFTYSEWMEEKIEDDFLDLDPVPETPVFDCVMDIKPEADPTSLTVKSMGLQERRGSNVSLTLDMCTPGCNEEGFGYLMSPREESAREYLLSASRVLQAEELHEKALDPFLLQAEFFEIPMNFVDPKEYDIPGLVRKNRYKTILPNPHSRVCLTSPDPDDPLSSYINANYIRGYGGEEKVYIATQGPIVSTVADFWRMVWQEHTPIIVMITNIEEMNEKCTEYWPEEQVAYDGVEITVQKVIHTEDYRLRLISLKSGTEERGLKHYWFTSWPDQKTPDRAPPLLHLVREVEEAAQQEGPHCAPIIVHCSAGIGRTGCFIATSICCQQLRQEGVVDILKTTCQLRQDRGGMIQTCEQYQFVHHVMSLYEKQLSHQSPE
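material = STEP tyrosine phosphatase | reagent = fluorogenic phosphatase substrate OMFP at 25 µM final | doses = single compound dose of 20 µM, 1% DMSO final | schedule = 20 min reaction, room temperature, in the dark | measured by = fluorescence, 480/540 nm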
DNMT1 block: blocks human DNA methyltransferase DNMT1; P26358; DNMT1 molecular beacon, Hinp1I cleavage, fluorescence; inhibition (reported as % activation of signal), % at 10 µM; 360,000 compounds, 0.83% hits; AID 588458; in the data active means inhibition above about 50%
CSN deneddyl inh: CSN deneddylation inhibition. Q92905. Purified CSN, SCF-Nedd8-OG deneddylation, fluorescence polarization. inhibition, % at 12.5 µM. 360,000 compounds, 0.38% hits. AID 651999;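 active means pattern-corrected inhibition above about 35%, with an unprinted fluorescence ratio check between 0.5 and 1.5, limit read from the data, passing the limit was not always enough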;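 further: 0% = enzyme with substrate and 100% = substrate without enzyme; some results filed as inactive read as strong as hits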
Target sequence (Q92905 whole entry, looked up, one chain of several): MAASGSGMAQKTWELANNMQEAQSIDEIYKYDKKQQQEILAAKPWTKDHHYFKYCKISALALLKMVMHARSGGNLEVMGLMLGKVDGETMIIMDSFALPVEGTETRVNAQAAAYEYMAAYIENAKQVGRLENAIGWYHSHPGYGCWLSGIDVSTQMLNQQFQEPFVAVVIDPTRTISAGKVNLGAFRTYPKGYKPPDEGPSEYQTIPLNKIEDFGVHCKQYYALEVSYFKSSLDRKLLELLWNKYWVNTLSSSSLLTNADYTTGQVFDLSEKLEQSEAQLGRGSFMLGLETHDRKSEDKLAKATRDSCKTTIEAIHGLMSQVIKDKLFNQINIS
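assay system = purified human Csn5 enzyme expressed in HEK293T cells | amount = 0.24 nM enzyme | buffer or medium = Tris/NaCl/DTT buffer, pH 7.5 | reagent = 10 nM SCFSkp2-Nedd8OG | compound = one concentration, 12.5 µM, 0.25% DMSO | times = 90 min reaction at room temperature | signal = FP | read-out basis = % inhibition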
Scp1 inh: blocks human Scp-1 phosphatase activity | Recombinant Scp1, phosphopeptide, malachite green phosphate absorbance | 340,000 compounds, 0.88% hits | inhibition, % at 20 µM | Q9GZU7;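 active means inhibition above about 50% at 20 µM, limit read from the data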;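 further: plate controls were DMSO wells with enzyme for no effect and wells lacking enzyme for full effect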
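Material: truncated SCP-1 phosphatase (76-261aa) / Buffer or medium: 50 mM Tris acetate pH 5.5, 0.005% Tween-20, 10 mM MgCl2 / Compound dosing: one concentration, 20 µM, with 1.0% DMSO / Incubation: 45 min room-temperature reaction, 5 min colour, 30 min stabiliser / Detection: colorimetric free-phosphate detection, absorbance 630 nm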
Neddylation inh: cullin neddylation inhibition. TR-FRET cullin neddylation, biochemical. AID 651699. 360,000 compounds, 0.58% hits. P61081+Q13564. calls only at 25 µM; in the data active means inhibition above about 36%
SUMO1-SIM PPI: alters human SUMO1 binding to SIM partners. 360,000 compounds, 0.33% hits. inhibition, % at 20 µM. SUMO1 binding to a labelled peptide, TR-FRET, 1 h. P63165. AID 602429; in the data active means inhibition above about 37%
Target sequence (P63165 whole entry, looked up): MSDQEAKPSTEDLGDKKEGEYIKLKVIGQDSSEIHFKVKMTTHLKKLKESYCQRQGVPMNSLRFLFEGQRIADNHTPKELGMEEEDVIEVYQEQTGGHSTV
NadD inh: NadD (S. aureus) enzyme inhibition; inhibition, % at 20 µM; 360,000 compounds, 0.78% hits; AID 602399; purified NadD enzyme, colorimetric absorbance read-out; in the data active means inhibition above about 26%; further: some compounds past the cut are filed as inactive
Rin1-Abl PPI inh: inhibitors of human Rin1-Abl protein interaction. TR-FRET Rin1/Abl binding, biochemical. inhibition, % at 7.35 µM. P00519+Q13671. 360,000 compounds, 0.4% hits; in the data active means inhibition above about 5%, passing the limit was not always enough
Rpn11 block: Rpn11 (human) deubiquitinase inhibition | calls only at 20 µM | O00487 | 360,000 compounds, 0.59% hits | human 26S proteasome, Ub4-pepOG fluorescence polarization; 20S core pre-blocked with epoxomicin | AID 588493;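 active means inhibition at 20 µM, scaled to each plate's controls, above about 33%, limit read from the data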
* marks the source's active call; other numbers are inactive results; i = inactive; x = no result given; + = active, no number.

SMILES	LMPTP inh	STEP block	DNMT1 block	CSN deneddyl inh	Scp1 inh	Neddylation inh	SUMO1-SIM PPI	NadD inh	Rin1-Abl PPI inh	Rpn11 block
O=C(/C=C/c1ccccc1)Oc1ccc(C(=S)N2CCOCC2)cc1	2.8	-3	7	-8	-3	i	-6	-1	4	i
O=C(NCc1nc2ccccc2[nH]1)C1=C[C@H](c2ccc(Br)cc2)C[C@H](OCc2ccc(CO)cc2)O1	3.9	1	-32	1	0	i	5	11	-2	i
O=C(NCC1CCCO1)c1c(O)c2cccc3c2n(c1=O)CCC3 (configuration not stated)	1.7	1	2	0	-18	i	4	-5	-1	i
CC1(C(=O)NCc2cccs2)Cc2c(-c3ccccc3)ccnc2O1 (configuration not stated)	0.2	-1	-1	-3	x	i	0	-3	-2	i
COc1ccc(NC(=S)N2CCCC2)cc1	-1.4	-2	1	-1	0	i	6	-2	0	i
CC1=C(C(=O)OC(C)(C)C)C(c2ccco2)C(C#N)=C(N)O1 (configuration not stated)	-0.6	-5	3	-7	-3	i	-1	2	3	i
Cc1cccc(C)c1NC(=O)CN(C)C(C)C(=O)NCC(=O)Nc1ccc(F)c(F)c1F (configuration not stated)	-2.3	-4	0	-3	-6	i	3	0	0	i
NS(=O)(=O)c1ccc(S(=O)(=O)N2CCCC2)cc1	-1.1	-4	2	3	-15	i	-4	-2	0	i
CCOc1ccccc1NC(=O)NC(=O)N(C)S(C)(=O)=O	-0.7	1	-1	1	-3	i	-2	-4	-3	i
COc1cnc(-c2ccccc2)nc1OC	-0.6	-2	3	-4	-5	i	2	-6	1	i
CC(=O)N1CCC(C(=O)c2ccc(Cl)cc2)CC1	-2.3	-3	6	2	0	i	1	0	-3	i
Cc1ccc(C)c(Oc2cc(NN3CCCCC3)c([N+](=O)[O-])cc2[N+](=O)[O-])c1	-0.1	3	6	-1	-8	i	5	-9	0	i
N/C(=N\NC(=O)Nc1ccccc1)c1ccccn1	-0.1	0	-3	3	-4	i	8	0	-2	i
Cc1ccccc1CSc1nc(C(C)(C)C)cc(=O)[nH]1	3.6	-2	0	-11	-6	i	-1	-2	3	i
COc1nnc(-c2ccc(N3CCCCC3)c(NC(=O)C3CCCCC3)c2)c2ccccc12	6.3	4	-2	-1	3	i	4	5	-2	i
CC1=CC2=NC(=O)/C(=C\c3cc(C)n(-c4ccccc4F)c3C)C(=N)N2O1	-1.3	-2	2	1	-9	i	-6	-6	0	i
Cc1ccc(-c2cn3c(=O)cc(C)[nH]c3n2)cc1	-0.7	0	-1	1	-5	x	1	-7	2	i
COc1ccc(OC)c(-n2c(CNC3CCN(Cc4ccccc4)CC3)nc3ccccc3c2=O)c1	-4.6	-7	1	2	-7	i	-1	-8	0	i
Cc1cc2nc(CSc3ccccc3)cc(=O)n2[nH]1	0.8	1	-1	0	-3	i	-3	1	0	i
CC1=NC(C(F)(F)F)(C(F)(F)F)C(C#N)=C(C)N1	-1.1	-3	1	5	56*	i	0	-2	2	i
COc1ccc(OCCC(=O)NCC23CC4CC(CC(C4)C2)C3)cc1	0.9	2	-1	5	-4	i	3	-4	2	i
O=C(Nc1nnc(S(=O)(=O)N2CCOCC2)s1)c1cccc(Br)c1	0.3	-3	1	2	-2	i	1	-3	-5	i
O=C(Nc1nncs1)C(Sc1ccccc1)c1ccccc1 (configuration not stated)	0.3	-1	-1	1	-14	i	4	-9	0	i
C/C(Cn1nc([N+](=O)[O-])cc1C)=N\NC(=O)COc1ccccc1[N+](=O)[O-]	1.2	-2	2	1	-2	i	-7	-5	-2	i
CN(CC(=O)Nc1cccc(F)c1)C(=O)/C=C/c1ccc2ccccc2n1	0.4	2	0	3	7	i	-7	0	0	i
CCOc1ccccc1Nc1ncnc2c1cnn2-c1ccccc1	0.6	0	0	6	9	i	7	-1	-1	i
O=C(NCc1ccccn1)C1CCCN(S(=O)(=O)c2cccc3nsnc23)C1 (configuration not stated)	0.3	1	-2	2	-5	i	-21	-1	-1	i
N=c1oc2ccc(Br)cc2cc1C(=O)NCc1ccccc1	0.0	3	3	4	-5	i	2	3	0	i
COc1cc2cc(C(=O)N/N=C/c3ccccc3Cl)[nH]c2cc1OC	1.1	-2	-3	3	-7	x	6	-7	2	i
CC12CCC(C/C1=N\N=C1\NC(=O)/C(=C\c3ccc(Cl)cc3)S1)C2(C)C (configuration not stated)	1.3	-1	-2	-16	3	i	-1	21	2	i
Cn1cnc2c(oc3ccccc32)c1=O	-0.8	0	4	2	4	i	1	-1	1	i
COC(=O)c1ccc(COC(=O)c2c(C)nn(Cc3ccccc3Cl)c2Cl)o1	3.4	1	0	0	-8	i	0	-9	2	i
CCCCCCC(=O)Nc1cc2c(C)cc(=O)oc2cc1C	-1.3	-16	8	1	3	i	1	-3	3	i
O=C(Nc1ccc(N2CCCCC2)cc1)c1ccc2ccccc2n1	1.2	-1	-4	13	-3	i	-10	-23	-3	i
COc1ccc2oc(C(=O)OCc3c(C)noc3C)c(C)c2c1	0.9	-2	3	3	1	x	-3	-3	-5	i
COc1ccc(CN2CCC(n3nccc3NC(=O)CCCc3ccccc3)CC2)cc1C	1.3	0	-2	-1	7	i	-5	-7	2	i
Cc1ccc(CN2CCC(C(=O)c3ccc(F)cc3)CC2)cc1	-1.7	-3	-2	5	x	i	5	0	0	i
O=C(O)CC1COc2ccccc2N1S(=O)(=O)c1ccc(Br)cc1 (configuration not stated)	0.2	-3	-2	-5	-12	i	3	-1	0	i
CCOC(=O)C1=C(C)N(C)C(=S)NC1c1cc(OC)ccc1OC (configuration not stated)	0.7	-2	1	-2	7	i	0	-2	7	i
COc1ccc(Cn2cc(CN3CC(N4CCN(C)CC4)CS3(=O)=O)nn2)cc1 (configuration not stated)	-3.8	x	x	3	x	i	0	1	x	x
COC(=O)Cc1ccc(NC(=O)c2cccs2)cc1	0.0	0	-3	-2	-9	i	-3	-3	2	i
COc1ccc(N2CCN(C(=O)C3(S(=O)(=O)c4ccc(C)cc4)CC3)CC2)cc1	0.8	0	0	8	-4	i	-4	-4	4	i
CCn1c(=O)n(CC)c2cc(N3CCCC3)c(NC(=O)c3ccc(F)cc3)cc21	1.0	-2	-4	1	-2	i	-1	3	-1	i
COCCN(C(=S)Nc1ccccc1C)C(C)c1cccnc1 (configuration not stated)	-4.4	2	2	-16	-2	i	0	-2	-2	i
O=C(N/N=C/C1CC2CCC1C2)c1c[nH]c2ccccc12 (configuration not stated)	-0.3	-2	0	-3	4	i	1	-3	3	i
Cc1ccc(-c2c(C)n([O-])c3c([n+]2=O)CCCC3)cc1	-0.4	1	1	-3	-2	i	-7	-1	1	i
COc1ccc(C(=O)Nc2cccc(S(C)(=O)=O)c2)cc1OC	-0.5	1	1	-2	-7	i	2	-1	4	i
Cc1ccc(CNC(=O)C2CCCN(S(=O)(=O)c3cnc[nH]3)C2)cc1 (configuration not stated)	-0.5	2	1	-5	3	i	4	2	-4	i
CN(C(=O)CSc1nncn1C)C1CCCN(Cc2ccccc2F)C1 (configuration not stated)	0.1	-2	0	3	-5	i	3	0	-1	i
c1ccc(SCc2nc(-c3ccccn3)no2)cc1	-2.6	0	-4	-8	3	i	-1	1	1	i
CN1CCN(c2ccc(Cl)cc2NC(=O)c2ccc(=O)n(C)n2)CC1	-1.0	-5	2	2	0	i	1	-6	3	i
COc1ccc(C(=O)C(CN2CCOCC2)c2ccccc2)cc1 (configuration not stated)	0.2	2	2	2	-4	i	-4	0	0	i
CSC(=CC(=O)c1ccccc1)SC	-1.2	0	0	16	-2	i	-12	-6	2	i
Cc1cc(Sc2nc(N)ncc2[N+](=O)[O-])ncn1	0.3	-1	1	-5	-7	i	-13	-1	-4	i
Cc1ccc(-c2sc(C)nc2CC(=O)O)cc1	0.1	-3	2	2	1	i	0	0	1	i
COc1ccc([C@H]2CC(=O)C=C(c3ccc4[nH]ccc4c3)C2)cc1OC	0.3	0	-11	1	-6	i	-36	1	-1	i
CCOC(=O)C1CCN(C(=O)CCc2nc3sc4c(c3c(=O)[nH]2)CCCC4)CC1	1.4	3	7	4	13	i	2	5	-3	+
Oc1ccccc1-c1n[nH]c(=S)n1Cc1ccco1	-2.4	2	0	-2	5	i	2	-2	0	i
Cn1ccc2ccc(C3=CC(=O)C[C@H](c4ccc(F)cc4)C3)cc21	3.7	0	-3	-1	-14	i	-14	-4	-1	i
COc1ccc(Cl)cc1NC(=O)[C@@]1(CC(=O)O)CC(/C=C/c2ccccc2)=NO1	-0.6	3	3	2	-13	i	-8	-5	2	i

Exported with values under each structure: part of the list above
The line under a structure holds: LMPTP inh, STEP block, DNMT1 block, CSN deneddyl inh, Scp1 inh, Neddylation inh, SUMO1-SIM PPI, NadD inh, Rin1-Abl PPI inh, Rpn11 block
c1ccc(SCc2nc(-c3ccccn3)no2)cc1
  -2.6, 0, -4, -8, 3, i, -1, 1, 1, i
CN1CCN(c2ccc(Cl)cc2NC(=O)c2ccc(=O)n(C)n2)CC1
  -1.0, -5, 2, 2, 0, i, 1, -6, 3, i
COc1ccc(C(=O)C(CN2CCOCC2)c2ccccc2)cc1 (configuration not stated)
  0.2, 2, 2, 2, -4, i, -4, 0, 0, i
CSC(=CC(=O)c1ccccc1)SC
  -1.2, 0, 0, 16, -2, i, -12, -6, 2, i
Cc1cc(Sc2nc(N)ncc2[N+](=O)[O-])ncn1
  0.3, -1, 1, -5, -7, i, -13, -1, -4, i
Cc1ccc(-c2sc(C)nc2CC(=O)O)cc1
  0.1, -3, 2, 2, 1, i, 0, 0, 1, i

(further entries)
SMILES	LMPTP inh	STEP block	DNMT1 block	CSN deneddyl inh	Scp1 inh	Neddylation inh	SUMO1-SIM PPI	NadD inh	Rin1-Abl PPI inh	Rpn11 block
Cc1cccc(Nc2nc(N)nc(CSc3nccn3C)n2)c1	-2.0	2	1	3	6	i	1	3	-4	i
O=C(N/N=C/c1cccnc1)c1ccc(NC(=O)C(c2ccccc2)c2ccccc2)cc1	0.9	2	-3	-1	-8	i	-8	5	-1	i
Cc1ccc(NC(=O)c2cccc(S(=O)(=O)N3CCc4ccccc4C3)c2)nc1	2.2	0	-2	-1	4	i	-1	-1	2	i
O=C(N/N=C/c1ccc(Cl)c(Cl)c1)c1ccc2nc[nH]c2c1	-0.1	4	-3	2	2	i	-8	-4	3	i
COc1ccc(NC(=O)CCNS(=O)(=O)c2cccc3nonc23)cc1Cl	0.2	3	0	1	-6	i	-32	-8	-3	i
O=C(O)C1C=Cc2ccccc2N1C(=O)c1ccccc1 (configuration not stated) (tested in a mixture with another compound)	-0.9	4	-1	2	2	i	-3	1	2	i
